SKKanGAS inh: blocks kanamycin growth of S. pyogenes SKKanGAS strain | BacTiter-Glo, 6 h | inhibition, % at 7.5 µM | 300,000 tested, 1.3% active | AID 1662;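 active = mean replicate score, as percent of positive control median, at least 50; inconclusive = mean below 50 but one replicate at or above 50; inactive = mean and every replicate below 50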;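 also: strain carries kanamycin resistance gene driven by streptokinase promoter and grows in 40 µg/ml kanamycin; loss of luminescence reflects streptokinase promoter inhibition or plain growth inhibition; 0% = median of DMSO wells and 100% = positive control at its reference dose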
Platelet DG rel: platelet dense granule release activity. human platelet-rich plasma, SFLLRN dense granule ATP release, luminescence. inhibition, %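 (compounds screened at 7.5 µM in platelet-rich plasma)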. 300,000 tested, 0.22% active;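 active = mean replicate score, as percent of positive control, at or above 50; inconclusive = mean below 50 but at least one replicate at or above 50; inactive = mean and every replicate below 50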
HIF activator: HIF pathway transcriptional activation; U2OS HRE-luciferase reporter, luminescence; normalized: DMSO 0%, desferrioxamine 100%; activation, % at 7.5 µM (by protocol); 300,000 tested, 0.32% active;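 active = mean activation of at least 10% of the iron chelator positive control signal, with at least half of replicates also reaching 10%; inconclusive = mean and replicate majority disagree about reaching 10%; inactive = mean and most replicates under 10%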
aSyn 5UTR inh: 5' untranslated region of α-synuclein, MLPCN primary screen; 300,000 tested, 0.82% active; inhibition, % (tested at 7.5 µM); AID 1813; alpha-synuclein 5'UTR reporter, inhibitor activity; in the data active = inhibition above about 60%; inconclusive = no clear call, values can overlap the other calls;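 also: H4 neuroglioblastoma cells stably carrying SNCA 5'UTR luciferase fusion; 0% = DMSO wells and 100% = positive control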
KLF5 inhibitor: inhibitors of KLF5 expression | DLD-1 KLF5 promoter-luciferase reporter, luminescence | inhibition, % at 5 µM | 290,000 tested, 0.23% active | AID 1700;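 active = inhibition above a per-plate limit of that plate's mean compound inhibition plus 3 SD, cut at about 60% in these data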;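 also: 0% = DMSO wells and 100% = LY294002 at 200 µM; higher means less KLF5 promoter-driven luciferase light; inactives centre near -14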
IEC-6 cytotox: IEC-6 cytotoxicity, counter-screen for KLF5 inhibitors; luminescence viability; inhibition, % at 5 µM; 290,000 tested, 0.78% active; in the data active = inhibition above about 22%;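 also: 0% = plate median of test compound wells and 100% = cytotoxic reference compound wells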
HSP90 inh: blocks HSP90-mediated luciferase refolding in reticulocyte lysate; Rabbit reticulocyte lysate, luciferase refolding luminescence, 3 h; inhibition, % at 5.6 µM; 290,000 tested, 0.91% active; AID 1789;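 active = inhibition above the screen-wide mean plus 3 SD, computed separately per campaign, cut at about 16% in these data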;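 also: 0% = DMSO wells and 100% = 60 µM geldanamycin wells; inhibitors lower the luminescence because luciferase stays unfolded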
HSF-1 act: increases HSF-1 driven luciferase reporter signal; NIH3T3-HGL HSF-1 luciferase reporter, MG132, 8 h; 100% = twice DMSO control signal; activation, % at 9 µM; 300,000 tested, 1.7% active; AID 504408;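 active = mean replicate activation of at least 50% with a set share of replicates each reaching 50%; inconclusive = only one of those two conditions met; inactive = mean below 50% and too few replicates reaching it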;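 also: 0% = median of the neutral control wells and 100% = twice that signal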
HSF1 inh: HSF1 inhibition | NIH3T3-HGL HSE-luciferase, MG132-induced, luminescence 8 h; active compounds read low | activity change, negative = inhibition, % at 7.5 µM (by protocol) | 300,000 tested, 0.77% active | AID 2098;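 active = more than half of replicate wells show activity change below -50%, luminescence cut by over half; inconclusive = some wells, but at most half, below -50%; inactive = no replicate well below -50%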;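 also: luciferase reports HSF-1 transcriptional activity via heat shock element; 0% = median of DMSO wells and -100% = zero luminescence signal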
AI-2 QS mod: modulators of Vibrio harveyi AI-2 quorum sensing system; Vibrio harveyi JMH597 AI-2 luminescence/OD600 ratio, 9 h; active compounds read low; strain lacks LuxN and CqsS sensors; 0 = neutral-control median; activity change, % at 7.5 µM; 300,000 tested, 0.4% active; AID 2094; in the data active = activity change below about -75%, passing the limit was not always enough; inconclusive = no clear call, values can overlap the other calls;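 also: luminescence divided by OD600 gain over 9 h not by final OD600 alone; inactives centre near 13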
An asterisk follows results filed as active; ? = inconclusive; / = not tested or not shown.

SMILES	SKKanGAS inh	Platelet DG rel	HIF activator	aSyn 5UTR inh	KLF5 inhibitor	IEC-6 cytotox	HSP90 inh	HSF-1 act	HSF1 inh	AI-2 QS mod
Cc1c(Br)c([N+](=O)[O-])nn1C(C)C(=O)Nc1nccs1 (stereo not given)	2	-7	-0.2	18	-30	-6	-3	-14	5	5
CCc1ccc(CNC(=O)C2CCN(S(=O)(=O)N3CCC(C)CC3)CC2)cc1	-10	-6	0.0	-1	-3	-1	8	2	2	5
CC(C)C1C(C#N)=C(N)Oc2n[nH]c(-c3ccc4ccccc4c3)c21 (stereo not given)	24	3	0.7	-1	37	12	2	-4	-3	19
Cc1cc(NS(=O)(=O)c2ccc(NC(=O)/C=C/c3cccc(Cl)c3)cc2)no1	12	8	0.3	17	1	5	-1	-3	-3	7
O=C(Cn1c(CO)nc2ccccc21)NC1CCCCCC1	-3	14	-0.3	0	-1	0	3	-24	-2	18
COC(=O)C(Oc1ccc2c(-c3ccc(OC)cc3)cc(=O)oc2c1)c1ccccc1 (stereo not given)	10	2	-0.1	13	-15	0	4	-9	0	8
COc1ccc(C(CNC(=O)c2cc(S(=O)(=O)NCc3ccccc3)ccc2C)N2CCOCC2)cc1 (stereo not given)	-5	8	-0.6	0	/	/	/	-1	-5	37
COc1ccc(S(=O)(=O)N2CCCCC2)cc1NCC(=O)Nc1ccc(C)cc1	1	0	-0.4	-12	-10	32*	5	0	1	20
O=C(Cc1ncn[nH]1)NCCc1ccccc1	8	-3	-0.2	-19	-11	-5	1	1	1	-2
CSC1=C(C#N)C(c2ccc3c(c2)OCO3)C2=C(CCCC2=O)N1 (stereo not given)	5	5	-0.2	18	-21	6	-2	7	7	3
COc1cccc(NC(=O)CCC2CCN(C(=O)c3ccc(C(C)=O)s3)CC2)c1	-2	-7	0.5	-10	-31	-2	2	-9	-2	17
COc1c(OC(C)=O)c(=O)n2c3ccccc3c3ccnc1c32	-8	0	0.0	16	/	/	/	10	7	36
CCn1c(CSc2nccn2C)nc2cc(C(=O)O)ccc21	-3	-7	-0.4	6	-7	-10	2	-13	-2	19
COC(=O)c1ccc[n+](CC(=O)c2ccc(Br)cc2)c1	1	-1	1.6	-39	-9	-3	4	-8	1	19
Cc1ccc2nc(SCc3cn4cccnc4n3)[nH]c2c1	1	5	1.6	-45	-44	1	-1	11	3	22
COc1ccccc1NC(=S)NCCc1ccccc1	-1	3	0.1	-29	6	2	-4	-3	3	14
CCOC(=O)CSc1nnc(CNC(=O)c2ccc(OC)cc2)n1C1CCCCC1	2	-6	0.0	5	-34	2	1	-4	-4	19
Cc1ccc(NC(=O)c2ccco2)c(NC(=O)c2ccccc2C)c1	-3	5	0.7	-10	-14	7	4	4	1	26
Cc1ccc(NC(=O)/C(C#N)=C/c2ccc(C)s2)c(C)c1	-12	8	0.5	-92	-51	-2	-4	12	10	2
CCN1C(=O)[C@@H]2[C@@H](c3ccc(-c4ccc(C(C)=O)cc4)cc3)N3CCCC[C@@]3(C(=O)OC)[C@@H]2C1=O	4	-1	0.1	10	/	/	/	6	6	16
FC(F)(F)c1cc(C(F)(F)F)c2ccc(Oc3ccccc3)nc2n1	1	7	-0.2	-5	0	-2	-1	-9	-4	-2
Cc1cc(=O)oc2cc(NC(=O)CCCC(=O)O)ccc12	-3	3	0.0	2	1	3	1	5	5	18
O=C(NCc1ccc(Cl)cc1)C(=O)NCC1CCCN1S(=O)(=O)c1cccs1 (stereo not given)	-2	/	-0.2	19	/	/	/	4	2	4
COc1ccc(C2/C(=C(\O)c3ccc4c(c3)OCCO4)C(=O)C(=O)N2c2nc(C)c(C(C)=O)s2)cc1 (stereo not given)	23	24	1.4	-27	-35	-1	0	25	6	17
Brc1cccc(/C=N/Nc2nc(N3CCCCC3)nc(N3CCCCC3)n2)c1	12	5	-0.1	-5	-21	-6	3	-2	-5	11
COc1ccc(C2=NOC(C(=O)NCc3ccccn3)C2)cc1OC (stereo not given)	3	-1	-0.2	15	-13	4	2	-9	-5	14
Cc1ccc(N(CC(=O)NCc2ccco2)C(=O)CCC(=O)Nc2ccccn2)c(C)c1	-4	1	-0.3	-8	-24	2	2	-3	2	/
O=C(Nc1ccc(Oc2nnc(-c3ccccc3)c3ccccc23)cc1)c1ccccc1	14	-4	-0.3	15	8	-2	-4	45	21	-2
O=S(Cc1ccc(Br)cc1)Cc1nnc(SCc2c(Cl)cccc2Cl)n1-c1ccccc1 (stereo not given)	4	5	-0.4	-1	-32	-4	0	46	27	-8
CC(CCc1ccccc1)NC(=O)Cc1ccc(Br)cc1 (stereo not given)	11	-3	-1.3	3	-34	-10	0	10	1	9
CCCCNC(=O)c1ccc(Cn2c(=S)[nH]c3c([nH]c4ccc(OC)cc43)c2=O)cc1	13	12	-5.4	105*	-15	-4	-1	-71	-71*	-22
CCc1cccc(C)c1NC(=O)CCNC(=O)c1cccc(C)c1	-1	-2	0.1	11	-31	-1	2	10	1	7
COc1ccc(C(=O)Nc2nc3ccccc3c(=O)[nH]2)cc1	8	13	0.2	-127	-133	-2	12	32	14	13
COc1cccc(Nc2nc(-c3sc(N)nc3C)cs2)c1	35	-14	0.4	-112	-28	-5	17*	-19	-4	13
O=C(N/N=C/c1cccnc1)c1cccc(Cl)c1	-3	0	-2.5	-16	-64	-5	-5	3	1	23
Cn1cccc1C(=O)NCC(c1ccco1)N1CCCCC1 (stereo not given)	-11	-9	0.7	-12	/	/	/	-4	-7	-14
CCCCOc1ccc(OCCNC(=O)c2ccco2)cc1	-9	-7	1.6	-18	-41	0	-2	25	-2	12
CCCCCCCCOC(=O)c1ccc(N)cc1	8	0	-0.1	-34	-25	4	1	4	-4	24
COc1cc(C2NC(=O)NC(C)=C2[N+](=O)[O-])cc(OC)c1OC (stereo not given)	2	0	-0.3	7	-6	-3	-7	-15	-3	10
C/C(=N\NC(=O)c1nnn(-c2nonc2N)c1CN(C)c1ccccc1)c1cccnc1	-4	-11	-0.4	-9	-14	3	-2	-10	-13	15
CC(=O)c1c(C(C)=O)c(C)n(-c2ccc(C)c(NC(=O)c3ccccc3Cl)c2)c1C	-1	6	0.0	5	12	-6	-1	16	2	-3
COc1ccc(C=O)cc1COc1ccc(Cl)cc1[N+](=O)[O-]	-7	-6	0.4	-45	-13	-1	-7	9	5	14
CC(=O)c1cccc(NC(=S)N2CCc3ccccc32)c1	1	33	2.3	-51	-101	7	4	22	9	-4
CC(NC(=O)Cn1nc(C(=O)O)c2ccccc2c1=O)C12CC3CC(CC(C3)C1)C2 (stereo not given)	7	-8	-0.8	18	-15	-3	0	0	10	29
C/C(=N\NC(=O)c1nnn(-c2nonc2N)c1CSc1ccccc1)c1ccc2c(c1)OCO2	0	-1	-0.3	-1	-11	-6	2	-11	0	14
CCOC(=O)c1cccc(NC(=O)c2ccccc2C)c1	-4	1	0.7	-20	-18	0	0	/	/	-4
COc1ccccc1C(=O)NNC(=O)CCC(=O)NCc1ccccc1	1	8	-0.9	6	-2	-5	0	-4	-3	20
N#Cc1cc([N+](=O)[O-])cnc1Nc1ccccc1	0	0	-0.3	19	-5	8	-1	-9	-4	27
CC(C)c1ccccc1OCC(=O)Nc1cc(S(=O)(=O)N2CCOCC2)ccc1N1CCCC1	-1	3	1.1	11	/	/	/	19	16	18
O=C(NCC1(c2ccccc2)CCOCC1)c1cccs1	-4	-1	0.7	-5	-8	-4	4	-16	0	2
Cc1cc(C)n(/N=C/c2cccc([N+](=O)[O-])c2)c(=O)c1	6	-10	0.1	17	2	13	-1	11	3	19
Cc1ccnn1CC(=O)N/N=C/c1cn[nH]c1-c1ccccc1	1	?	-0.4	-1	-6	6	4	7	-4	7
COc1ccc(OC)c2sc(NC(=O)C(C)C)nc12	-6	-2	0.4	-4	-14	-5	5	3	-9	7
O=C(CC(=O)N/N=C/c1ccc(O)cc1)N/N=C/c1ccc(O)cc1	-4	-1	0.3	6	8	-6	2	13	-3	-4
O=S(=O)(Nc1cccc(-c2ccc3nncn3n2)c1)c1ccc(Cl)s1	-1	-6	-0.1	5	-6	9	2	-30	-19	25
Cc1ccc(S(=O)(=O)N(C)C)cc1NC(=O)COC(=O)CCC(=O)c1cccs1	-3	-9	-0.4	-7	-10	-2	-4	-8	-8	4
O=C(CSc1ncnc2c1nnn2Cc1ccccc1)NC1CCCC1	-3	2	1.8	-11	-28	1	-6	58*	40	17
CS(C)(=O)=NS(=O)(=O)c1ccc(Cl)cc1	3	2	-0.3	-8	10	-5	2	30	-4	21

An excerpt from above in order of count of non-hydrogen atoms, lowest first.
SMILES	SKKanGAS inh	Platelet DG rel	HIF activator	aSyn 5UTR inh	KLF5 inhibitor	IEC-6 cytotox	HSP90 inh	HSF-1 act	HSF1 inh	AI-2 QS mod
CS(C)(=O)=NS(=O)(=O)c1ccc(Cl)cc1	3	2	-0.3	-8	10	-5	2	30	-4	21
CC(=O)c1cccc(NC(=S)N2CCc3ccccc32)c1	1	33	2.3	-51	-101	7	4	22	9	-4
COc1ccc(C=O)cc1COc1ccc(Cl)cc1[N+](=O)[O-]	-7	-6	0.4	-45	-13	-1	-7	9	5	14
COc1c(OC(C)=O)c(=O)n2c3ccccc3c3ccnc1c32	-8	0	0.0	16	/	/	/	10	7	36
CCc1cccc(C)c1NC(=O)CCNC(=O)c1cccc(C)c1	-1	-2	0.1	11	-31	-1	2	10	1	7
O=C(CSc1ncnc2c1nnn2Cc1ccccc1)NC1CCCC1	-3	2	1.8	-11	-28	1	-6	58*	40	17
Brc1cccc(/C=N/Nc2nc(N3CCCCC3)nc(N3CCCCC3)n2)c1	12	5	-0.1	-5	-21	-6	3	-2	-5	11
Cc1ccc(S(=O)(=O)N(C)C)cc1NC(=O)COC(=O)CCC(=O)c1cccs1	-3	-9	-0.4	-7	-10	-2	-4	-8	-8	4
CCOC(=O)CSc1nnc(CNC(=O)c2ccc(OC)cc2)n1C1CCCCC1	2	-6	0.0	5	-34	2	1	-4	-4	19

High-throughput results as filed in PubChem.
